Epigenetic derep: derepresses silenced GFP reporter in murine cells; Potency, µM (top dose mostly 53.9 µM), without a hit: top-dose GFP activation, most hits filed as activators; AID 1865; 280,000 compounds, 0.2% hits; murine LDR cells, GFP reporter derepression, 30 h; note: % of control where 0% means no effect; nearly all actives have a fitted effect of over 60% in size
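Murine LDR cells bearing a silenced CMV-driven GFP reporter were exposed to compound for 30 h at 37 C. After PBS washes, GFP-positive cells (20-120 um objects) counted by laser-scanning microplate cytometry.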
RGS12 GoLoco inh: inhibitors of human Gai1-RGS12 GoLoco interaction (red fluorophore); P63096; Gai1:RGS12 GoLoco peptide FP, rhodamine, 10 min; Potency, µM (highest dose often 61.6 µM), for inactives: at the top dose activity, negative = inhibition, hits mostly inhibitors; 230,000 compounds, 0.44% hits; active = well fitted inhibition curve with a large enough effect, not every such curve was filed as active; inactive = no such curve, though single readings can be large or run the other way; note: % is set by controls: 0 for no effect and ±100 for the full control effect; nearly all actives have a fitted effect of over 30% in size; many of its hits are not listed in these tables
NPSR antagonist: neuropeptide S receptor (human) antagonism, cAMP | Q6W5P4 | CHO-NPSR cells, cAMP TR-FRET, antagonist mode | Potency, µM (series often up to 38.3 µM), inactives show at the top dose activity change, negative = inhibition, most hits filed as inhibitors | 220,000 compounds, 1% hits; note: % is set by controls: 0 for no effect and ±100 for the full control effect; nearly all actives have a fitted effect of over 50% in size; many of its hits are not listed in these tables
IMPase Li cell: membrane-permeable IMPase blocker, potentiated with lithium | Potency, µM (doses to about 59.4 µM), for the others: top-dose activity, negative = IMPase inhibition, hits mostly inhibitors | CHO-M1 cells, IP1 TR-FRET (IP-One), carbachol + lithium | 210,000 compounds, 0.35% hits | AID 1457;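 note: IP1 builds up when IMPase is blocked and the TR-FRET signal falls; plate controls were basal vehicle for no effect and high inhibitor control for full effect; nearly all actives have a fitted effect of over 50% in size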
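Lithium-sensitised IP1 accumulation assay; M1-expressing CHO cells treated 30 min at 37C with compound. Competitive antibody detection by time-resolved FRET followed a 10 min room-temperature lysis step.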
SMN2 splice up: SMN2 splice variant enhancement; Potency, µM (series often up to 46.1 µM), for the others: at the highest dose activity change, positive = activation, most hits filed as activators; HEK293 SMN2-luciferase splicing reporter, luminescence, 30-36 h; AID 1458; 210,000 compounds, 2.8% hits; note: % of control where 0% means no effect; nearly all actives have a fitted effect of over 55% in size
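HEK293 cells carry an SMN2 […]–luciferase reporter in which exon 7 inclusion puts luciferase in frame. Cells were plated 10-12 h before compound addition, then incubated 30-36 h at 37C. ONE-Glo luminescence was read; sodium butyrate at 4.5 mM final served as control.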
Luc counter: Kinase-Glo luciferase inhibition (counter-screen) | Q27757 | Kinase-Glo luciferase, ATP luminescence, 8 min | Potency, µM (top dose mostly 38.3 µM), inactives show at the highest dose activity change, negative = inhibition, actives largely listed as inhibitors | 200,000 compounds, 0.28% hits | AID 1379; note: % is set by controls: 0 for no effect and ±100 for the full control effect; nearly all actives have a fitted effect of over 60% in size
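Recombinant Kinase-Glo luciferase, 10 uM ATP (linear range), luciferin; imidazole pH 7.2 / KCl / MgCl2 / Tween / BSA buffer; 8 min RT; luminescence.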
RECQ1 inh: inhibitors of human RECQ1 DNA helicase | P46063 | RECQ1 DNA unwinding, red fluorescence kinetic read | Potency, µM (doses to about 57.3 µM), for inactives: top-dose activity, negative = inhibition, usual class: inhibitors | 240,000 compounds, 0.54% hits | AID 2549;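 note: plate controls were vehicle for no effect and no enzyme for full effect; nearly all actives have a fitted effect of over 30% in size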
Target sequence (P46063 whole entry, looked up): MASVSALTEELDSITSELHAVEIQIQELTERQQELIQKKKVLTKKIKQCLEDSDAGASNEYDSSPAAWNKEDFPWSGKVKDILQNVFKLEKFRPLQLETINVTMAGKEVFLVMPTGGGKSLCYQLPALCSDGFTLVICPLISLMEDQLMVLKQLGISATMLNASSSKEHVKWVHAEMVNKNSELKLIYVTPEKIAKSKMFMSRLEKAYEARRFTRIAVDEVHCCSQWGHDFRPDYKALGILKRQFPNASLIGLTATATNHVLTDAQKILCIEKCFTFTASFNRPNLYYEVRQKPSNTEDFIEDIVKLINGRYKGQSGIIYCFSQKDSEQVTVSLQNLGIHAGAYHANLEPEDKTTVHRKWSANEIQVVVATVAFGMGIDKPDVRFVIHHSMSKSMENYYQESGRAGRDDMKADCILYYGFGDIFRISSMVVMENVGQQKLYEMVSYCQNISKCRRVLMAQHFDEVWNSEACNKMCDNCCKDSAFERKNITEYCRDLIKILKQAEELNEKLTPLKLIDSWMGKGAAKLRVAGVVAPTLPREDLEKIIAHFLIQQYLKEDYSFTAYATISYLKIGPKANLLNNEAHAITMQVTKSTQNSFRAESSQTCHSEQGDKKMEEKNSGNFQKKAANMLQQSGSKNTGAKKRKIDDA
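RECQ1T1 50 nM; forked duplex (20 bp + 30-nt ss tails) 200 nM, ATP 2 mM final; pH 8.0, 2 mM MgCl2, 2.5 ug/ml poly(dI-dC); 15 min compound preincubation; discontinuous kinetic read over 2 h at RT.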
KDM4E inh: blocks human JMJD2E demethylase activity. B2RXH2. Potency, µM (doses to about 57.1 µM), for the others: top-dose activity change, negative = inhibition, hits mostly inhibitors. 230,000 compounds, 1.6% hits. JMJD2E catalytic domain, FDH-coupled NADH fluorescence (FDH is formaldehyde dehydrogenase). AID 2147; active = well fitted inhibition curve with a large enough effect, not every such curve was filed as active; inconclusive = small, poorly fitted or top-dose-only effect, or another doubt; inactive = no such curve, though single readings can be large or run the other way;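 note: 0% = wells with enzyme and -100% = buffer wells without enzyme; nearly all actives have a fitted effect of over 50% in size; many of its hits are not listed in these tables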
Target sequence (B2RXH2 1-337 limits assumed): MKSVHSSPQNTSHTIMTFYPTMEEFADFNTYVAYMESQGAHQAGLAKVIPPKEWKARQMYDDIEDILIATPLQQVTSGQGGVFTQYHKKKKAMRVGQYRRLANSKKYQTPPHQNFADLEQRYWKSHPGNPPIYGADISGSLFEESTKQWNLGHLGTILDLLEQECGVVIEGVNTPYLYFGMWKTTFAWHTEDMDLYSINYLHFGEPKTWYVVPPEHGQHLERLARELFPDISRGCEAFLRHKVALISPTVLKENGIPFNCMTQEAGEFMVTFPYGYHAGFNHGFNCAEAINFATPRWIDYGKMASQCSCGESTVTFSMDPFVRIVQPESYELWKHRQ
An asterisk follows results filed as active; i = inactive; u = inconclusive; x = not tested or not shown; [ ] = dose if it differs, or a comment. Unless noted, calls come from the whole dose curve; as a rule, active = well fitted curve in the direction sought with a large enough effect; inconclusive = small, poorly fitted or top-dose-only effect, or another doubt; inactive = no such curve, though single readings can be large; an effect the other way counts as inactive or inconclusive. Potency is the fitted concentration of half-maximal effect. Only part of the results is shown; rates above refer to the full screens.

SMILES	Epigenetic derep	RGS12 GoLoco inh	NPSR antagonist	IMPase Li cell	SMN2 splice up	Luc counter	RECQ1 inh	KDM4E inh
O=C(c1cc2ccccc2oc1=O)N1CCN(Cc2ccc3c(c2)OCO3)CC1	1.2%	0%	-5%[46.1 µM]	14%[38.3 µM]	x	3%	-1%	-3%
Fc1cccc(F)c1-n1c(CN2CCOCC2)csc1=S	2.5%	5%	12%	-9%	8%	3%	-2%	-17%
CCOC(=O)c1c(CSc2ccccc2)oc2cc(Br)c(O)c(CN(C)C)c12	1.2%	3%	u	x	x	x	u	1%
COc1cccc(-c2nc(=S)c3c(n2CCCO)CCCC3)c1	0.0%	-2%	9%[46.1 µM]	-14%[38.3 µM]	u	4%	-6%	-2%
COc1ccc(N2CCN(C(=O)CN3C(=O)c4ccccc4S3(=O)=O)CC2)cc1	2.3%	0%	-19%[46.1 µM]	20%[38.3 µM]	6%	-2%	2%	-6%
CC(CNS(=O)(=O)c1ccc(Br)cc1)CN(C)C (stereo unspecified)	2.5%	5%	49%	x	x	x	-1%	11%
COc1cccc(OC)c1C(=O)Nc1ccc(C)cc1C(=O)c1ccccc1	-1.0%	6%	6%	14%	-30%	4%	3%	-20%
O=C(CCn1c(=S)oc2ccccc21)Nc1cccc(O)c1	-0.3%	1%	-17%	-4%	x	x	0%	8%
O=C1NCCCC1C(=O)N/N=C/c1cccc([N+](=O)[O-])c1 (stereo unspecified)	-0.3%	-2%	-15%	x	x	x	0%	9%
Cc1ccc(NC(=O)c2cc([N+](=O)[O-])ccc2NCc2cccnc2)cc1	-2.2%	2%	-30%[46.1 µM]	6%[38.3 µM]	0%	4%	-11%	5%
O=C(COC(=O)c1cnccn1)Nc1cccc2ccccc12	-0.5%	-4%	6%	-3%	1%	-5%	-16%	-2%
O=[N+]([O-])c1ccc(N/N=C/c2sc(N3CCOCC3)nc2-c2ccccc2)c(S(=O)(=O)Nc2ccccc2Cl)c1	0.4%	7%	-59%	2%	-111%[inhibitor]	-22%	19%	-3%
CC1(C(=O)OCC(=O)Nc2ccccc2)CC1(Cl)Cl (stereo unspecified)	0.5%	2%	-3%	8%	-11%	-1%	0%	12%
COc1cc(OC)nc(S(C)(=O)=O)n1	-1.1%	-8%	5%	-2%	11%	-3%	-11%	9%
CC(C)CCc1noc(CN(CC2CCC2)CC2CCCO2)n1 (stereo unspecified)	1.2%	1%	4%	x	x	x	-2%	-2%
C/C(=N\Nc1cc(C)nc(-c2ccccc2O)n1)c1ccccc1	-1.1%	4%	-27%	-7%	-21%	-12%	i	4%
CCc1ccc(N(CC(=O)Nc2ccc(OC)cc2OC)S(C)(=O)=O)cc1	-1.3%	0%	-8%[46.1 µM]	3%[38.3 µM]	13%	0%	i	-3%
Brc1ccc(N=Nc2ccc3ccccc3n2)cc1	-3.3%	-22%	35%	x	x	x	i	4%
C=CCc1cccc(OC)c1OCCOCCNCCO	-4.4%	5%	1%[46.1 µM]	25%[38.3 µM]	-24%	-1%	0%	u
Cc1nn(-c2ccccc2)c(C)c1/C=C1\C(=O)N(C)C(=S)N1C	3.4%	-2%	-10%	13%	4%	-1%	i	4%

Some of the entries so far, with bars between the fields.
canonical_smiles | Epigenetic derep | RGS12 GoLoco inh | NPSR antagonist | IMPase Li cell | SMN2 splice up | Luc counter | RECQ1 inh | KDM4E inh
COc1cccc(-c2nc(=S)c3c(n2CCCO)CCCC3)c1 | 0.0% | -2% | 9%[46.1 µM] | -14%[38.3 µM] | u | 4% | -6% | -2%
CC(CNS(=O)(=O)c1ccc(Br)cc1)CN(C)C (stereo unspecified) | 2.5% | 5% | 49% | x | x | x | -1% | 11%
COc1ccc(N2CCN(C(=O)CN3C(=O)c4ccccc4S3(=O)=O)CC2)cc1 | 2.3% | 0% | -19%[46.1 µM] | 20%[38.3 µM] | 6% | -2% | 2% | -6%

Next section.
SMILES	Epigenetic derep	RGS12 GoLoco inh	NPSR antagonist	IMPase Li cell	SMN2 splice up	Luc counter	RECQ1 inh	KDM4E inh
COc1ccc(C(C)=O)cc1CN1C(=O)NC2(CCCCC2)C1=O	-0.4%	-13%	-11%[46.1 µM]	-3%[38.3 µM]	-4%	0%	-22%	5%
CC1(C)OC2C(CO)OC(n3cnc4c(=O)[nH]c(N)nc43)C2O1 (stereo unspecified)	0.1%	-5%	x	10%	3%	-3%	i	8%
Cc1sc2nc(SCC(=O)NCc3ccco3)n(CCc3ccccc3)c(=O)c2c1C	-14%	12%	-19%[46.1 µM]	u	-5%	1%	-14%	-7%
CCCCC(=O)Nc1ccc(NC(=O)c2ccc(C)c([N+](=O)[O-])c2)cc1OC	-0.9%	1%	-10%	11%	1%	4%	i	14%
Cc1ccccc1NC(=O)c1c(-c2ccccc2)noc1C	0.0%	7%	-6%[46.1 µM]	4%[38.3 µM]	-7%	1%	i	9%
O=C(O)CSc1nc(-c2ccccc2)nc2c1CCCC2	-1.0%	8%	-22%	x	x	x	i	3%
Cc1cc(C)cc(OCC(=O)OCC(=O)NCc2cccs2)c1	3.4%	4%	-11%[46.1 µM]	-10%	18%	0%	-17%	2%
CCOC(=O)C1CCN(CC(O)COc2ccc(C(=O)CC)cc2)CC1 (stereo unspecified)	-1.0%	5%	0%[46.1 µM]	22%	-10%	9%	-1%	-4%
COC(=O)CC1SCCNC1=O (stereo unspecified)	-1.1%	3%	-3%[46.1 µM]	13%[38.3 µM]	13%	0%	-7%	8%
CC1=CC(=O)OC1Cc1ccncc1 (stereo unspecified)	7.3%	4%	-1%[46.1 µM]	-11%[38.3 µM]	-10%	-3%	-9%	4%
COc1cc(C(=O)Nc2nccs2)ccc1OCc1c(C)noc1C	0.0%	15%	8%[46.1 µM]	4%[38.3 µM]	1%	-1%	i	-19%
CC(C)Oc1cccc(C(=O)C2CCCN(C(=O)c3noc4c3CCCC4)C2)c1 (stereo unspecified)	-0.1%	-1%	48%	13%	x	x	i	2%
O=C(N/N=C/C=C/c1ccccc1)c1ccccc1Br	0.0%	4%	-2%[46.1 µM]	-1%[38.3 µM]	22%	-4%	-3%	-2%
COC(=O)[C@@]1(Cc2ccc(OC)cc2)[C@H]2c3cc(C(=O)N(C)C)n(Cc4ccsc4Br)c3C[C@H]2CN1C(=O)c1ccccc1	4.8%	-1%	x	13%	-29%	4%	-9%	-3%
CN1CCN(c2ccccc2NC(=O)COc2ccccc2)CC1	0.0%	5%	0%[46.1 µM]	34%[38.3 µM]	20%	18%	-10%	2%
CCCn1c(SCC(N)=O)nnc1C(C)C	0.2%	3%	3%[46.1 µM]	0%[38.3 µM]	u	1%	-15%	4%
COC(C[C@@H](O)[C@@H](C)[C@@H](O)COCc1ccccc1)OC	-1.1%	-3%	16%	x	x	x	i	8%
COc1cc(/C=C2/NC(=O)N(Cc3ccccc3F)C2=O)cc(OC)c1OC	2.4%	8%	23%	-2%	-8%	-1%	-5%	17%
Cc1nnc(SCC(=O)N/N=C/c2cn(-c3ccccc3)nc2-c2ccc(F)cc2)n1-c1ccccc1	-1.1%	-3%	2%[46.1 µM]	-1%[38.3 µM]	-10%	-2%	i	1%
CCC(C(=O)OCC(=O)Nc1cccc(OC)c1)c1ccccc1 (stereo unspecified)	0.5%	18%	-51%	13%	9%	1%	i	u

An excerpt from above in order of length of the SMILES, largest number first.
SMILES	Epigenetic derep	RGS12 GoLoco inh	NPSR antagonist	IMPase Li cell	SMN2 splice up	Luc counter	RECQ1 inh	KDM4E inh
COC(=O)[C@@]1(Cc2ccc(OC)cc2)[C@H]2c3cc(C(=O)N(C)C)n(Cc4ccsc4Br)c3C[C@H]2CN1C(=O)c1ccccc1	4.8%	-1%	x	13%	-29%	4%	-9%	-3%
CC(C)Oc1cccc(C(=O)C2CCCN(C(=O)c3noc4c3CCCC4)C2)c1 (stereo unspecified)	-0.1%	-1%	48%	13%	x	x	i	2%
O=C(N/N=C/C=C/c1ccccc1)c1ccccc1Br	0.0%	4%	-2%[46.1 µM]	-1%[38.3 µM]	22%	-4%	-3%	-2%

Carrying on.
SMILES	Epigenetic derep	RGS12 GoLoco inh	NPSR antagonist	IMPase Li cell	SMN2 splice up	Luc counter	RECQ1 inh	KDM4E inh
Cc1nc2cc(NC(=O)NCc3ccco3)ccc2o1	4.3%	9%	-6%[46.1 µM]	21%[38.3 µM]	-3%	0%	4%	0%
CCOc1cc(/C=C2/COc3ccccc3C2=O)ccc1OCC(=O)N(C)C	u	-8%	1%	-3%	-54%[inhibitor]	2%	-23%	-6%
CC(=O)OC(C(=O)NCc1ccc(F)cc1)c1ccccn1 (stereo unspecified)	-1.5%	0%	2%[46.1 µM]	-10%[38.3 µM]	-2%	2%	-6%	5%
CC1(C)C(c2cccs2)=NC(c2ccccc2)N1O (stereo unspecified)	0.8%	2%	-2%[46.1 µM]	-13%[38.3 µM]	8%	-5%	-3%	4%
O=C(CC(NC(=O)c1ccccc1Cl)c1ccccc1)NC1=NCCS1 (stereo unspecified)	-0.1%	-4%	-1%	1%	2%	-3%	-5%	-2%
COc1ccc(C(=O)Nc2cccc(-c3nc4ncccc4o3)c2C)cc1	-0.7%	7%	u	18%[38.3 µM]	-4%	20%	-3%	-8%
O=C(CCc1ccc(Oc2cc([N+](=O)[O-])cc([N+](=O)[O-])c2)cc1)N1CCCCC1	-0.9%	3%	u	-8%	-95%[inhibitor]	15%	1%	8%
Cc1cccc(C(=O)Nc2nnc(-c3cccnc3)o2)c1	-1.2%	-10%	-4%	-6%	9%	0%	-3%	u
CCc1cc2c(=O)nc3n(c2s1)Cc1ccccc1/C3=C(/O)c1ccccc1Cl	-6.8%	3%	-20%[46.1 µM]	52%[activator][38.3 µM]	29%	-5%	-4%	4%
CCc1cc(C(=O)Cc2cnn(-c3ccccc3)c2)c(O)cc1O	0.0%	-3%	-13%[46.1 µM]	u	-36%[inhibitor]	1%	1%	u
CC1=C(C(=O)OC(C)C)C(/C=C/c2ccccc2)NC(=O)N1 (stereo unspecified)	0.0%	7%	4%[7.67 µM]	3%[38.3 µM]	-2%	-5%	-4%	3%
CS(=O)(=O)N1CCC(C(=O)NCC2CCCO2)CC1 (stereo unspecified)	3.2%	-5%	1%[46.1 µM]	2%[38.3 µM]	-14%	2%	i	-2%
CCCCCc1nnc(NC(=O)Cc2ccc([N+](=O)[O-])cc2)s1	2.3%	4%	-17%	11%	x	-1%	-7%	-4%
O=C(NCCCN1CCOCC1)c1coc2ccccc2c1=O	-2.7%	-1%	1%[46.1 µM]	-5%[38.3 µM]	8%	12%	i	6%
